TRPV1 ag: human TRPV1 agonism; Q8NER1; TRPV1-expressing cells, Fluo-8 calcium influx, agonist mode; activation, % at 8.33 µM; 320,000 compounds, 0.19% hits; AID 540275; in the data active means activation above about 80%; inconclusive means between about 30% and that limit; further: 0% is about no effect
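TRPV1-expressing cells were cultured overnight at 35.5C and loaded with Fluo-8 calcium dye for 40 to 90 min at room temperature. After a 10 s baseline, compound was added and calcium influx was read kinetically for 3 min (ex 480/em 520 nm).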
BRCA1 expr up: increases BRCA1 expression | MCF7-BRCA1-FFLuc reporter, luminescence, 48 h; response scale: scaled: vehicle 0%, 10 µM genistein 100% | Potency, µM (doses to about 46.1 µM), for the others: at the top dose activation, actives largely listed as activators | 380,000 compounds, 1.1% hits; further: potency means the concentration at half of the fitted maximal effect; nearly all actives have a fitted effect of over 80% in size; some results filed as inactive show a strong effect at the top dose
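MCF7 cells carrying a BRCA1-firefly luciferase reporter (2000 cells/well, phenol-red free MEM) were attached for 2 h at 37 °C, then given compounds for 48 h. Luminescence was read 15 min after luciferase reagent; activity normalized to genistein (10 microM) and DMSO.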
NPC1 promoter act: activates the NPC1 promoter; Huh7 NPC1 promoter luciferase reporter, 24 h; Potency, µM (top dose mostly 9.22 µM), for inactives: top-dose activation, actives largely listed as activators; 320,000 compounds, 2.4% hits; AID 485313;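 further: potency means the concentration at half of the fitted maximal effect; % of control where 0% means no effect; nearly all actives have a fitted effect of over 60% in size; reporter is driven by a mutant NPC1 promoter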
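Quantitative HTS used a cell-based reporter: Huh7 cells stably bearing the NPC1 promoter upstream of luciferase were treated with compounds for 24 h, and promoter activation was read as luminescence.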
ELG1 genotoxic: induces genotoxicity in HEK293T cells with luciferase-tagged ELG1; HEK293T ELG1-luciferase reporter, luminescence, 16 h; Potency, µM (titrated, usually from 46 µM), for the others: at the top dose activity change, positive = activation, hits mostly activators; 330,000 compounds, 1.3% hits; AID 504466; further: potency means the concentration at half of the fitted maximal effect; % of control where 0% means no effect; nearly all actives have a fitted effect of over 60% in size
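DMSO vehicle served as control against compound-treated ELG1-luciferase HEK293T cells; exposure lasted 16 hr at 37 °C and 5% CO2, followed by ONE-Glo luminescence detection after 30 min.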
VP16 counter: counter-screen for ROR gamma inhibitors: Gal4-VP16 reporter. Drosophila S2 Gal4-VP16 UAS-luciferase, luminescence, 20 h. Potency, µM (doses to about 53.6 µM), inactives show top-dose activity, negative = inhibition, actives largely listed as inhibitors. 310,000 compounds, 3.5% hits. AID 2546;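 further: Gal4-VP16 expression switched on by copper sulfate through the metallothionein promoter; potency means the concentration at half of the fitted maximal effect; on the % scale 0 is the no-effect control and ±100 the full control effect; nearly all actives have a fitted effect of over 50% in size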
Rab9 prom act: activates the Rab9 promoter; 320,000 compounds, 2.8% hits; Huh7 Rab9 promoter-luciferase reporter, luminescence, 24 h; Potency, µM (highest dose often 9.22 µM), for inactives: at the highest dose activation, negative = inhibition, most hits filed as activators; further: potency means the concentration at half of the fitted maximal effect; % of control where 0% means no effect; nearly all actives have a fitted effect of over 60% in size
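Cells were plated at 1500 per well in reduced-serum medium with 10% FBS and left 2 h. Compound in DMSO was then added for 24 h at 37 °C. Reporter signal was read by luminescence after 10 min with luciferase detection reagent.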
RORgamma inh: inhibitors of mouse ROR gamma transcriptional activity. P51450. Drosophila S2 Gal4-RORgamma UAS-luciferase reporter, 20 h. Potency, µM (series often up to 53.6 µM), for the others: at the highest dose activity change, negative = inhibition, usual class: inhibitors. 310,000 compounds, 5.4% hits; further: potency means the concentration at half of the fitted maximal effect; on the % scale 0 is the no-effect control and ±100 the full control effect; nearly all actives have a fitted effect of over 60% in size
Target sequence (P51450 whole entry, looked up, the tested form may be a part): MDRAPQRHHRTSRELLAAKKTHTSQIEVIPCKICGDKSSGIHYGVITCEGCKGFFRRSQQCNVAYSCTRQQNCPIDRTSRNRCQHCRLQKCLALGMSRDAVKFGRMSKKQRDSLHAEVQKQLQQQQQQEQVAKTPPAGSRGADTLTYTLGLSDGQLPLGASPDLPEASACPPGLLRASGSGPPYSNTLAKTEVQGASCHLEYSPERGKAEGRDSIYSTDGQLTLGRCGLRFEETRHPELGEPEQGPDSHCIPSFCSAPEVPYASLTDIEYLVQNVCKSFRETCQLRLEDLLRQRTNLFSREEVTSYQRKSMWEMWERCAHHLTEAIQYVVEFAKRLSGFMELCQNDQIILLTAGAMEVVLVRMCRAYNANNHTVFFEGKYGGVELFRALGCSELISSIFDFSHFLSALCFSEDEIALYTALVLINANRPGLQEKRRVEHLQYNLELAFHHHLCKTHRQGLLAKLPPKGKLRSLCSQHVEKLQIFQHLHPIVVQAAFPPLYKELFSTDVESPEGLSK
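Luciferase reporter read in Schneider cells carrying Gal4-RORγ (mouse) and UAS-Photinus luciferase; cells given compound 1 h before 700 uM copper sulfate induction, then incubated 20 h at ambient temperature.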
Tb PFK block: blocks T. brucei phosphofructokinase; O15648; T. brucei PFK, ADP-Glo luminescence; Potency, µM (highest dose often 57.5 µM), inactives show at the top dose activity, negative = inhibition, most hits filed as inhibitors; 330,000 compounds, 0.17% hits; AID 485367;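 further: potency means the concentration at half of the fitted maximal effect; 0% = uninhibited 1x PFK enzyme wells and -100% = no-enzyme wells; nearly all actives have a fitted effect of over 60% in size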
Target sequence (O15648 whole entry, looked up): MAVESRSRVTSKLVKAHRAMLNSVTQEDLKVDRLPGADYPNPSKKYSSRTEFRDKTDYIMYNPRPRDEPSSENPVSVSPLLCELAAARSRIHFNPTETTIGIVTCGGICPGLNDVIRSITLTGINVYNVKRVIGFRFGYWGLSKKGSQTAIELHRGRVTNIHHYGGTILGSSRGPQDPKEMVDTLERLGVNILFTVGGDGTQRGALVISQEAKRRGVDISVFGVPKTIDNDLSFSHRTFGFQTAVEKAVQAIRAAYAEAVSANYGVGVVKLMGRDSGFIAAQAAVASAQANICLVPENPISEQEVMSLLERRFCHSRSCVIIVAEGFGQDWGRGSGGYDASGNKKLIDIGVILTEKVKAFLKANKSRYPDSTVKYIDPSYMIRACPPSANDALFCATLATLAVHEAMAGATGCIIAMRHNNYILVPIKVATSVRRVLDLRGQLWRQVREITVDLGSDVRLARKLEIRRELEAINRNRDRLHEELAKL
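Activity is normalized to no-enzyme wells (full inhibition) and 1.25 nM enzyme wells (no inhibition). Reaction: 0.5 mM F6P, 0.1 mM ATP, 45 min RT, ADP-Glo luminescence; concentration-response curves fitted and classed by quality.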
FLuc modulator: counter-screen for miR-21 project: firefly luciferase inhibitors or activators. P08659. purified FLuc, Km substrates, luminescence inhibition. Potency, µM (doses to about 57.5 µM), inactives show top-dose activity change, negative = inhibition, most hits filed as inhibitors. 360,000 compounds, 6.9% hits;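 further: potency means the concentration at half of the fitted maximal effect; plate controls were vehicle for no effect and reference inhibitor for full effect; nearly all actives have a fitted effect of over 55% in size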
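Purified P. pyralis luciferase (10nM final) with 10uM D-luciferin and 10uM ATP (Km levels) in 50mM Tris acetate pH 7.5, 10mM Mg acetate, 0.01% Tween-20, 0.05% BSA; qHTS 6-point titration, ~60 µM downward; luminescence read.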
ELG1 DNA repair: blocks ELG1-dependent DNA repair in HEK293T cells; 330,000 compounds, 2.3% hits; HEK293T ELG1-luciferase reporter, luminescence, 16 h; DNA damage induced by 5-fluorouridine; Potency, µM (highest dose often 46.1 µM), for the others: top-dose activity change, negative = inhibition, usual class: inhibitors; further: potency means the concentration at half of the fitted maximal effect; on the % scale 0 is the no-effect control and ±100 the full control effect; nearly all actives have a fitted effect of over 55% in size
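DMSO vehicle served as the neutral condition. Each well held 2,000 cells given 5-fluorouridine plus compound; after 16 hr at 37 °C/5% CO2, ONE-Glo was added and luciferase measured 30 min later.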
p53 reactivation: restores transcriptional activity of mutant p53; Potency, µM (highest dose often 92.2 µM), for the others: top-dose activity change, positive = activation, usual class: activators; AID 504706; H1299 p53-A138V BP100-luciferase reporter, luminescence, 24 h; 320,000 compounds, 0.063% hits; further: potency means the concentration at half of the fitted maximal effect; % of control where 0% means no effect; nearly all actives have a fitted effect of over 45% in size
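p53-null H1299 cells stably carrying temperature-sensitive p53-A138V and a BP100-luciferase reporter were pinned with compounds (4-point, 1:5 series) and held 24 hrs at 37 deg C. Luminescence was read 10 min after detection reagent.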
Active calls of the source: *; ? = inconclusive; . = no result given; & = joins results of further samples; [ ] = dose if it differs, or a comment. Unless noted, the call rests on the fitted dose curve; in most records, active means well fitted curve in the direction sought with a large enough effect; inconclusive means small, poorly fitted or top-dose-only effect, or another doubt; inactive means no such curve, though single readings can be large; an effect the other way counts as inactive or inconclusive.

SMILES	TRPV1 ag	BRCA1 expr up	NPC1 promoter act	ELG1 genotoxic	VP16 counter	Rab9 prom act	RORgamma inh	Tb PFK block	FLuc modulator	ELG1 DNA repair	p53 reactivation
COc1ccc(CCNc2oc(-c3ccccc3OC)nc2C#N)cc1	1	7%	-1%	-3%	-18%	2%	30%	-11%	-12%	-20%	4%
Cc1ccc(OCCCC(=O)Nc2ccc(S(=O)(=O)N3CCOCC3)cc2)cc1	20	1%	-7%	-8%	.	-7%	.	11%	2%	?	-6%
O=S(=O)(NCCc1ccccn1)c1ccc(F)c(F)c1	-2	0%	0%	2%	-2%	-3%	10%	6%	3%	-5%	-5%
COc1ccc(CC(=O)Nc2ccc(C)c(S(=O)(=O)N3CCCCCC3)c2)cc1	20	-35%	-2%	-3%	.	-2%	.	-5%	-1%	?	-4%
Cc1ccc(OCC(=O)N2CCN(C(=O)c3cccs3)CC2)cc1	0	11%	-3%	-2%	-3%	0%	4%	-3%	2%[2.3 µM]	-9%	-5%
Clc1ccc(-c2nnc(C34CC5CC(CC(C5)C3)C4)o2)cn1	4	-20%	-1%	0%	2%	-4%	16%	1%	1%	13%	2%
CCOc1cc(/C=C/C(=O)N(CC)CC(=O)NCc2cccs2)cc(Cl)c1OC	25	-15%	-4%	-2%	.	2%	.	-10%	2%	-18%	-9%
Cc1ccc(C(=O)N/C(=C/c2cccnc2)C(=O)N2CCCCCC2)cc1	10	0%	1%	9%	3%	21%	?	-3%	-1%	2%	11%
c1ccc(Cc2nn3c(-c4ccncc4)nnc3s2)cc1	-2	6%	6%	-14%	6%	-1%	20%	-8%	-1%	-20%	-5%
CCN(CC)c1nc2c(c(=O)n(C)c(=O)n2C)n1CCCc1ccccc1	?	-21%	0%	-8%	3%	-9%	?	3%	0%	-24%	.
Cc1c(NC(=O)Nc2ccc(F)cc2)c(=O)n(-c2ccccc2)n1C	-2	4%	-2%	0%	1%	2%	15%	0%	2%	3%	1%
Cc1ccccc1-n1ncc2c([N+](=O)[O-])cc([N+](=O)[O-])cc21	1	-45%	1%	-10%	-16%	3%	?	4%	-1%	?	13%
C=C(C)Cn1c(N2CCCC2)nc2c1c(=O)[nH]c(=O)n2C	0	6%	-1%	7%	-4%	-8%	-8%	-3%	-1%	-1%	11%
O=C(O)CNC(=O)C1COc2ccccc2O1 (centres undefined)	0	-9%	14%	-3%	-18%	-5%	-18%	-3%	2%	13%	4%
CCOC(=O)c1[nH]c(CSc2nnc(-c3ccncc3)n2CCOC)c(C(=O)OCC)c1C	1	4%	-3%	1%	14%	-1%	-5%	-5%	0%	-1%	27%
CCCCN(C)C(=O)C(Cc1ccccc1)NS(=O)(=O)c1ccc2c(c1)c(=O)n(C)c(=O)n2C (centres undefined)	4	-20%&-8%	-3%	-15%	-10%	-8%	-36%	1%	-6%&0%	15µM*	-5%
CSc1sc(C(=O)NC(=O)NCc2cccnc2)c(C)c1-c1ccon1	5	-12%	-1%	-12%	-2%	0%	18%	4%	3%	?	-5%
O=C(CN(Cc1cccs1)C(=O)CNC(=O)c1ccco1)NC1CCCCC1	21	0%	6%	1%	-10%	2%	2%	2%	0%	6%	-5%
Cc1ccc(NC(=O)CNc2ccc(Cl)c(Cl)c2)cc1S(=O)(=O)N(C)C	-8	-60%	-8%	1%	?	-19%	?	?	1%	-19%	13%
Cn1ncc(Cl)c1C(=O)NC(=S)Nc1sc2c(c1C#N)CCCCC2	0	15%	19%	1%	?	5%	11µM*	-8%	12µM*	?	8%
CCOC(=O)/C(C#N)=C\c1cc(C)n(-c2ccccc2)c1C	?	?	1.6µM*	?	-23%	1.8µM*	?	1%	0.43µM*	?	?
O=C(c1ccc(Cl)c(S(=O)(=O)N2CCCCC2)c1)N1CCN(c2ccccc2)CC1	15	-45%	-2%	-8%	-6%	-21%	21%	0%	2%	?	-22%
CC(C)(C)SCCNC(=O)c1ccccc1	12	?	?	15%	5%	3.2µM*	?	1%	?	?	?
Cc1nc(SCCCSc2n[nH]c(C)n2)n[nH]1	-2	3%	-6%	1%	-6%	1%	29%	1%	5%	1%	2%
Cc1ccccc1CNC(=O)CCNS(=O)(=O)c1ccc(OC(F)(F)F)cc1	3	28%	-3%	-2%	.	10%	.	5%	.	7%	9%
Cc1csc(NC(=O)c2ccc(C)c([N+](=O)[O-])c2)n1	?	51%	2µM*	?	14µM*	1.1µM*	?	0%	1.1µM*	?	.
O=C1CSC(c2ccccn2)N1c1ccc(F)cc1F (centres undefined)	-3	-13%	0%	-2%	-12%	-1%	-2%	-3%	0%	2%	-2%
Cc1ccc(NS(=O)(=O)c2c(C)noc2C)cc1	-2	-5%	-4%	1%	2%	-7%	-22%	2%	1%	18%	2%
CN(C)CCSc1nc(N)c2c3c(sc2n1)COC(C)(C)C3	0	37%	-1%	0%	-8%	-2%	-36%	-1%	4%	-5%	-2%
O=[N+]([O-])c1ccc(NC(=S)N2CCN(c3ccccn3)CC2)cc1	4	-40%	4%	0%	?	-2%	?	-3%	1%	3%	11%
O=C(c1cc([N+](=O)[O-])ccc1Cl)N1CCN(c2ccccc2)CC1	8	-3%	-1%	0%	-3%	-1%	17%	14%	2%	21%	6%
COc1ccccc1C(=O)NC(=S)Nc1cc(C(=O)O)ccc1C	0	-19%	1%	2%	21%	-6%	-14%	-7%	?	-2%	5%
Cn1c(Nc2cccc(Cl)c2)nc2ccccc21	1	?	21%	6%	-13%	22%	-7%[1.91 µM]	-8%	27µM*	?	?
CCOc1ncccc1C(=O)OCC(=O)NCCCc1ccccc1	.	-18%	.	-1%	.	.	.	4%	.	-6%	-4%
O=C(O)CCC(=O)N1N=C(c2ccccc2)CC1c1ccc(Br)cc1 (centres undefined)	4	-1%	1%	-1%	2%	5%	-35%	10%	-14%	22%	.
Cc1csc(CN(C)C(=O)C2CCC(=O)N(CCN(C)C)C2)n1 (centres undefined)	0	-8%	-17%	2%	-7%	0%	-9%	-2%	0%	6%	-2%
Cc1ccc2cccc(OCC(=O)N3CC(C)CC(C)C3)c2n1 (centres undefined)	4	-25%	3%	-4%	6%	2%	-32%	1%	0%	13%	-1%
Fc1cccc(C2NN=C(c3ccccc3)S2)c1 (centres undefined)	16	49%	2.2µM*	2.3µM*	?	2.8µM*	?	0%	1.1µM*	?	?
CC(=O)N1CCN(S(=O)(=O)c2cccc(C(=O)OCc3ccc(C(C)(C)C)cc3)c2)CC1	12	-53%	-13%	-4%	.	-13%	.	-2%	-1%	-9%	-8%

Only RORgamma inh, TRPV1 ag and p53 reactivation (7 entries from above):
Compound | RORgamma inh | TRPV1 ag | p53 reactivation
CN(C)CCSc1nc(N)c2c3c(sc2n1)COC(C)(C)C3 | -36% | 0 | -2%
O=[N+]([O-])c1ccc(NC(=S)N2CCN(c3ccccn3)CC2)cc1 | ? | 4 | 11%
O=C(c1cc([N+](=O)[O-])ccc1Cl)N1CCN(c2ccccc2)CC1 | 17% | 8 | 6%
COc1ccccc1C(=O)NC(=S)Nc1cc(C(=O)O)ccc1C | -14% | 0 | 5%
Cn1c(Nc2cccc(Cl)c2)nc2ccccc21 | -7%[1.91 µM] | 1 | ?
CCOc1ncccc1C(=O)OCC(=O)NCCCc1ccccc1 | . | . | -4%
O=C(O)CCC(=O)N1N=C(c2ccccc2)CC1c1ccc(Br)cc1 (centres undefined) | -35% | 4 | .

A draw from above in order of heavy-atom count, low to high:
SMILES	TRPV1 ag	BRCA1 expr up	NPC1 promoter act	ELG1 genotoxic	VP16 counter	Rab9 prom act	RORgamma inh	Tb PFK block	FLuc modulator	ELG1 DNA repair	p53 reactivation
Cc1ccc(NS(=O)(=O)c2c(C)noc2C)cc1	-2	-5%	-4%	1%	2%	-7%	-22%	2%	1%	18%	2%
CN(C)CCSc1nc(N)c2c3c(sc2n1)COC(C)(C)C3	0	37%	-1%	0%	-8%	-2%	-36%	-1%	4%	-5%	-2%
Cc1ccc2cccc(OCC(=O)N3CC(C)CC(C)C3)c2n1 (centres undefined)	4	-25%	3%	-4%	6%	2%	-32%	1%	0%	13%	-1%

Screening data: PubChem BioAssay, National Center for Advancing Translational Sciences (NCATS)
